Screening data (PubChem)
PfHsp90 yeast 2: inhibits growth of yeast expressing Plasmodium falciparum Hsp90; 0.32% of 310,000 active; inhibition, % at 9.4 µM; AID 504621; S. cerevisiae expressing PfHsp90, BacTiter-Glo ATP, 48 h; yeast lacking PDR1 and PDR3 efflux regulators;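 active means every replicate shows inhibition above about 80%, whatever the replicate mean, limit read from the data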;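 further: 0% = DMSO neutral controls and 100% = 20 µM radicicol positive controls; yeast relying on Plasmodium falciparum Hsp90 in place of its own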
Mot1-301 SUMO: blocks SUMOylation pathway, rescuing yeast Mot1-301 growth. S. cerevisiae Mot1-301 growth rescue, ATP luminescence, 38.5C; percent above DMSO median, 100 means doubled. growth rescue, % at 18.8 µM. 1% of 320,000 active. AID 2716;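 active means every valid replicate shows activation above 250% relative to neutral control wells; inactive means the rest, any valid replicate at or below 250%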;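 further: OY570 slx delta 5 strain wells were the positive control but not used for scaling; some compounds called inactive have numbers as strong as hits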
phage Ecoli inh: E. coli growth loss with phage present; inhibition, % at 11.9 µM; growth absorbance; 0.26% of 360,000 active; in the data active means inhibition above about 11%
* = called active by the depositor; · = not tested or not shown. Only part of the results is shown. The share of hits here may be higher or lower than overall.

smiles	PfHsp90 yeast 2	Mot1-301 SUMO	phage Ecoli inh
CCOC(=O)C(NC(=O)CCC(=O)Nc1ccc(S(N)(=O)=O)cc1)C(O)c1ccccc1 (stereo unspecified)	·	-6.0	·
O=C1C([N+](=O)[O-])=C(O)c2cccc3cccc1c23	·	-5.0	·
COc1ccc(C2=CC(=O)C=CC2=O)cc1	·	-21.8	·
CCCCCCCCCn1c2c(c(=N)c3c1CCC3)CCCC2	0.1	·	·
CCOC(=O)N1CCN(C(=O)C[C@@H]2C[C@@]3(C(=O)OCC)CCC=C3N(Cc3ccccc3)C2=O)CC1	·	·	-1.4
CCCNC(=O)C1(C)CCN(Cc2cc(-c3ccccc3)on2)C1 (stereo unspecified)	·	·	-0.5
COC(=O)[C@@]12C[C@@H](CC(=O)N3CCCCC3)C(=O)N(Cc3cccc4ccccc34)C1=CCC(C)(C)C2	·	·	0.6
COc1cc2c(cc1OC(C)=O)C(=O)CCCC2	·	·	0.6
FC(F)(F)c1ccccc1Cc1c(-c2ccc(Cl)cc2)nc2ccc(Br)cn12	·	·	0.5
O=C(NCc1ccccc1)[C@H]1CCCN1C(=O)[C@H]1CCCN1C(=O)N1CCCCC1	·	·	0.1
COC(=O)/C=C1\OCc2cccc(C)c21	·	·	1.0
CC1(c2nnnn2Cc2ccccc2)CCC(=O)N1Cc1cccc(C(F)(F)F)c1 (stereo unspecified)	·	·	2.1
O=C1NC[C@H](CCCCN2C[C@H](Cc3ccc(O)cc3)N(CCc3ccccc3)C(=O)C2=O)N(CCc2ccc(O)cc2)C1=O	·	·	2.5
CCN(CCN(C)C)C(=O)c1ccc2nc(C)c(N(C)C(=O)CCc3ccccc3)n2c1	·	·	0.5
CC(=O)Nc1cccc(-c2ccnc3c2CC(C(=O)Nc2cccc(NS(C)(=O)=O)c2)O3)c1 (stereo unspecified)	·	·	1.9
CCOC(=O)N1CCN(C(=O)C[C@@H]2C[C@@]3(C(=O)OC)CCCCC=C3N(CCc3ccc(OC)c(OC)c3)C2=O)CC1	·	·	0.9
C=C(C)Cn1c2ccc(NC(=O)NCCc3cccs3)cc2c(=O)n1C	·	·	2.2
COc1ccc(C2CC(=O)C(c3ccc(C(F)(F)F)cc3)=CN2Cc2ccccc2)cc1 (stereo unspecified)	·	·	-2.5
COc1cc(Cn2c3ccc(NC(=O)CC(C)c4ccccc4)cc3c(=O)n2C)ccc1F (stereo unspecified)	·	·	2.5
CCCCn1nnnc1C1(C)CCC(=O)N1Cc1ccco1 (stereo unspecified)	·	·	-1.6
Nc1[nH]c(C(=O)c2ccccc2)c(-c2ccccn2)c1C(=O)c1c[nH]c2ccccc12	·	·	1.3
COC(=O)c1cc2c(c3c4cc(OC)ccc4n(S(=O)(=O)c4ccc(OC)cc4)c13)C(=O)N(C)C2	·	·	3.0
CC(C)(C)c1cc2nc(NCc3cccc(Cl)c3)ccn2n1	·	·	2.8
COC(=O)C1=C(C)N(Cc2ccc(Cl)cc2)C(=S)NC1c1cccc(OC)c1 (stereo unspecified)	·	·	1.6
O=[N+]([O-])c1ccc(COc2cccc(CO)c2)cc1	·	·	0.2
CCNC(=O)C1CCCN(Cc2ccc(OCc3ccccc3)cc2)CC1 (stereo unspecified)	·	·	5.1
O=C1Nc2ccccc2-n2nnnc2C1N1CCN(c2cccc(C(F)(F)F)n2)CC1 (stereo unspecified)	·	·	0.0
COc1ccc(C2=Nc3ccccc3N(C(=O)c3ccc4ncccc4c3)C2C(=O)NC2CCCC2)cc1 (stereo unspecified)	·	·	-1.5
COC(=O)C1CCN(C2CN(Cc3ccc(C)cc3)S(=O)(=O)C2)CC1 (stereo unspecified)	·	·	2.6
COc1ccc(-c2ccc3c(n2)CCCN3S(=O)(=O)c2ccc(C#N)cc2)cc1	·	·	1.3
CC1(C(=O)NS(=O)(=O)c2ccc(Cl)s2)CCN1C(=O)Cc1ccccc1Cl (stereo unspecified)	·	·	3.7
CCOC(=O)C1(C)CCCN1C(=O)c1csnn1 (stereo unspecified)	·	·	1.7
CCOC(=O)[C@@H](NC(=O)CC[C@H]1O[C@@H](n2ccc(=O)[nH]c2=O)[C@H](O)[C@@H]1O)C(C)C	·	·	3.5
CN(Cc1ccccc1)C(=O)c1cccc(NC(=O)Cc2ccc(NC(=O)C3CCCN(S(=O)(=O)c4cccc([N+](=O)[O-])c4)C3)cc2)c1 (stereo unspecified)	·	·	0.8
Cc1ccc2nc(-c3ccco3)c(Cc3ccsc3)n2c1	·	·	0.4
COC(=O)C1=C(C)N(C)C(=NCc2ccc3c(c2)OCO3)NC1c1ccc(Cl)cc1 (stereo unspecified)	·	·	2.6
Cc1cc(C)cc(CC(=O)N2CCC2(C)C(=O)NS(=O)(=O)c2ccccc2)c1 (stereo unspecified)	·	·	3.0
O=C(/C=C1\OCc2ccccc21)OCc1ccccc1	·	·	1.6
CCc1nc2ccc(C(=O)N3CCN(C(C)=O)CC3)cn2c1N(CCC(C)C)CCN(C)C	·	·	-1.8
COC(=O)C1=C(C)N(CC(C)C)C(=S)NC1c1cccc(OC)c1 (stereo unspecified)	·	·	3.8
Cc1ccc(Cl)cc1-c1cc(C(=O)NCc2ccccc2)[nH]n1	·	·	6.9
COC(=O)C[C@@H]1CC[C@H](NC(=O)Cc2ccccn2)[C@@H](CO)O1	·	·	2.7
O=C(Nc1ccccc1)C1Cc2c(-c3ccccc3Oc3ccccc3)ccnc2O1 (stereo unspecified)	·	·	4.4
O=C(Nc1nc(OCC(F)(F)F)cnc1/C=C\c1ccccc1)c1ccsc1	·	·	1.8
COc1ccc(N2CCN(C(c3ccccc3)c3nnnn3C(C)(C)C)CC2)cc1 (stereo unspecified)	·	·	2.3
Cc1cccc(C)c1OCc1nnc(SCC(=O)O)n1-c1c(C)cccc1C	·	·	3.1
Cn1c(=O)c2c(ncn2CC(=O)O)n(C)c1=O	·	·	-0.4
CC(=O)Nc1cccc(-c2ccnc3c2CC(C(=O)NCc2cccc(Cl)c2)O3)c1 (stereo unspecified)	·	·	7.3

Two records picked at random from those above, as already listed:
smiles	PfHsp90 yeast 2	Mot1-301 SUMO	phage Ecoli inh
CC(=O)Nc1cccc(-c2ccnc3c2CC(C(=O)NCc2cccc(Cl)c2)O3)c1 (stereo unspecified)	·	·	7.3
O=C(Nc1ccccc1)C1Cc2c(-c3ccccc3Oc3ccccc3)ccnc2O1 (stereo unspecified)	·	·	4.4

Carrying on.
smiles	PfHsp90 yeast 2	Mot1-301 SUMO	phage Ecoli inh
O=C(C(=O)N1CCN(S(=O)(=O)c2ccc(C(F)(F)F)cc2)CC1)c1cccc(C(F)(F)F)c1	·	·	-0.1
CCOC(=O)C1=CCN(S(=O)(=O)c2ccccc2C)C1c1ccc(Br)cc1 (stereo unspecified)	·	·	0.1
O=C(Nc1cccc2c1CCCC2)c1cc(C2CCCCN2S(=O)(=O)c2cccs2)on1 (stereo unspecified)	·	·	0.5
Cc1cccc(C)c1-n1nnnc1C1(C)CCC(=O)N1Cc1cccs1 (stereo unspecified)	·	·	1.8
O=C(NCCO)OC1CC2CC1[C@H]1CCCCN1C2=O (stereo partly specified)	·	·	1.3
COc1ccc(CC(=O)N2CCC(C)(C(=O)NS(=O)(=O)C3CC3)C2)cc1OC (stereo unspecified)	·	·	3.2
CC(C)c1cccc(-c2csc(C(O)c3ccccc3)n2)c1 (stereo unspecified)	·	·	1.7
CCCCS(=O)(=O)N1CCCc2nc(CC)c(CC)cc21	·	·	4.0

Copied from the entries so far, 16 compounds:
smiles	PfHsp90 yeast 2	Mot1-301 SUMO	phage Ecoli inh
COc1ccc(C2=Nc3ccccc3N(C(=O)c3ccc4ncccc4c3)C2C(=O)NC2CCCC2)cc1 (stereo unspecified)	·	·	-1.5
COC(=O)C1CCN(C2CN(Cc3ccc(C)cc3)S(=O)(=O)C2)CC1 (stereo unspecified)	·	·	2.6
COc1ccc(-c2ccc3c(n2)CCCN3S(=O)(=O)c2ccc(C#N)cc2)cc1	·	·	1.3
CC1(C(=O)NS(=O)(=O)c2ccc(Cl)s2)CCN1C(=O)Cc1ccccc1Cl (stereo unspecified)	·	·	3.7
CCOC(=O)C1(C)CCCN1C(=O)c1csnn1 (stereo unspecified)	·	·	1.7
CCOC(=O)[C@@H](NC(=O)CC[C@H]1O[C@@H](n2ccc(=O)[nH]c2=O)[C@H](O)[C@@H]1O)C(C)C	·	·	3.5
CN(Cc1ccccc1)C(=O)c1cccc(NC(=O)Cc2ccc(NC(=O)C3CCCN(S(=O)(=O)c4cccc([N+](=O)[O-])c4)C3)cc2)c1 (stereo unspecified)	·	·	0.8
Cc1ccc2nc(-c3ccco3)c(Cc3ccsc3)n2c1	·	·	0.4
COC(=O)C1=C(C)N(C)C(=NCc2ccc3c(c2)OCO3)NC1c1ccc(Cl)cc1 (stereo unspecified)	·	·	2.6
Cc1cc(C)cc(CC(=O)N2CCC2(C)C(=O)NS(=O)(=O)c2ccccc2)c1 (stereo unspecified)	·	·	3.0
O=C(/C=C1\OCc2ccccc21)OCc1ccccc1	·	·	1.6
CCc1nc2ccc(C(=O)N3CCN(C(C)=O)CC3)cn2c1N(CCC(C)C)CCN(C)C	·	·	-1.8
COC(=O)C1=C(C)N(CC(C)C)C(=S)NC1c1cccc(OC)c1 (stereo unspecified)	·	·	3.8
Cc1ccc(Cl)cc1-c1cc(C(=O)NCc2ccccc2)[nH]n1	·	·	6.9
COC(=O)C[C@@H]1CC[C@H](NC(=O)Cc2ccccn2)[C@@H](CO)O1	·	·	2.7
O=C(Nc1ccccc1)C1Cc2c(-c3ccccc3Oc3ccccc3)ccnc2O1 (stereo unspecified)	·	·	4.4

New compounds follow:
smiles	PfHsp90 yeast 2	Mot1-301 SUMO	phage Ecoli inh
COc1cccc(CNc2nc3cc(-c4ccc(C(=O)N5CCN(C)CC5)cc4)sc3c(=O)n2C)c1	·	·	1.4
CC1(C(=O)NS(=O)(=O)C2CC2)CCN(C(=O)c2cc(F)cc(F)c2)C1 (stereo unspecified)	·	·	3.8
COC(=O)[C@@]1(Cc2ccc(OC)cc2)[C@H]2c3cc(C(=O)N4CCCC4)n(Cc4ccccn4)c3C[C@H]2CN1C(=O)c1ccccc1	·	·	-0.2
CC(=O)Nc1ccc(C(=O)N2CCOCC2c2cc(C(=O)NCc3ccccc3)no2)cc1 (stereo unspecified)	·	·	0.9
N#CC1C(=O)NC(=O)C(C#N)C12CCCCC2 (stereo unspecified)	·	·	2.1
CC(C)(C)C(c1nc2ccccc2[nH]1)n1c(-c2ccsc2)nc2ccccc21 (stereo unspecified)	·	·	-1.5
CCCCNC(=O)C1(C)CCCCN1C(=O)c1oc2ccccc2c1C (stereo unspecified)	·	·	0.8
CCCCNC(=O)c1nc(C2CCN(S(=O)(=O)c3ccc(S(C)(=O)=O)cc3)CC2)oc1-c1ccccc1	·	·	2.9
CC1(Oc2ccc(F)cc2)CCN(Cc2ccccc2OC(F)F)C1 (stereo unspecified)	·	·	2.7
CN(c1ccc(Cl)cc1)c1cc2c(c3c1ccn3C)C1CCC2C1 (stereo unspecified)	·	·	4.8
Cc1nc2ccc(C(=O)N(C)Cc3ccccc3)cn2c1N(C)C(=O)CCc1ccccc1	·	·	2.0
CCOC(=O)C1(C)CCN1C(=O)c1ccc(OC)c(OC)c1 (stereo unspecified)	·	·	2.6
CCC(=NNc1ccc([N+](=O)[O-])cc1[N+](=O)[O-])c1ccccc1	·	·	1.1
O=C(NCc1ccccc1)[C@@H]1CCCN1C(=O)[C@H]1CCCN1C(=O)c1ccc(F)cc1	·	·	-1.0
COC(=O)c1cc2c(c3c4cc(F)ccc4n(S(=O)(=O)c4ccc(OC)cc4)c13)C(=O)N(C)C2	·	·	0.8
COC(=O)[C@]12CCCCC=C1N(Cc1ccccc1)C(=O)[C@H](CC(=O)N1CCOCC1)C2	·	·	4.2
Nc1ncnc2c1ncn2[C@@H]1O[C@H](C(=O)NCc2ccc(OC(F)(F)F)cc2)[C@@H](O)[C@H]1O	·	·	1.2
COC(=O)[C@]12CCCCC=C1N(Cc1ccc(Cl)cc1Cl)C(=O)[C@H](CC(=O)NCc1cccc(C(F)(F)F)c1)C2	·	·	1.4
O=C(Nc1ccc2c(c1)OCCO2)C1C(=O)Nc2ccccc2C(=O)N1C1CCCCC1 (stereo unspecified)	·	·	-1.2
COc1ccc(S(=O)(=O)NC(=O)C2(C)CCN2C(=O)COc2ccc(Cl)cc2)cc1 (stereo unspecified)	·	·	2.9
COC(=O)[C@]12CCCCC=C1N(Cc1ccc3c(c1)OCO3)C(=O)[C@H](CC(=O)NCC13CC4CC(CC(C4)C1)C3)C2	·	·	6.2
C[C@H]1CN([C@@H](C)CO)C(=O)CCCn2cc(nn2)CO[C@@H]1CN(C)S(=O)(=O)c1cn(C)cn1	·	·	2.4
CCCNC(=O)c1cc(C2CCCCN2S(=O)(=O)Cc2cccc(C(F)(F)F)c2)on1 (stereo unspecified)	·	·	2.3
O=C1c2cccc3cccc(c23)C(c2nc3ccccc3[nH]2)N1C1CC1 (stereo unspecified)	·	·	2.6
CN1CCN(C2CN(Cc3cn(Cc4ccc(F)cc4)nn3)S(=O)(=O)C2)CC1 (stereo unspecified)	·	·	4.1
